From PubChem BioAssay
PGE2 EP2 inh = EP2 receptor (human) inhibition; 260,000 tested, 0.52% active; inhibition, % at 25 µM; C6 glioma cells expressing human EP2, cAMP TR-FRET; cells stimulated with saturating PGE2;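 active means percent inhibition above 40 after rounding to a whole number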;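 further: rat C6 glioma host cells with rolipram phosphodiesterase inhibitor present; the protocol text gives 20 µM as final concentration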
p97 inhibitor = inhibitors of human p97 ATPase | P55072 | recombinant p97 ATPase, Kinase-Glo ATP luminescence, 3 h | inhibition, % at 8 µM | 220,000 tested, 0.42% active; in the data active means inhibition above about 15%;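 further: 0% = DMSO vehicle and 100% = wells lacking enzyme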
NPY2 pot ag = human NPY-Y2 potentiation or agonism, primary screen; 220,000 tested, 0.45% active; cells expressing NPY-Y2, potentiator/agonist read-out; activation, % at 3.6 µM; in the data active means activation above about 27%;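 further: cells stimulated with NPY near EC25 plus isoproterenol at EC100; 0% = vehicle plus submaximal agonist and 100% = vehicle plus saturating agonist; some results beyond the cut were filed as inactive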
NPY Y1 blocker = NPY-Y1 (human) receptor antagonism. HEK293-CNG Y1 cells, membrane potential fluorescence; NPY at EC95, then isoproterenol. inhibition, % at 3.6 µM. 200,000 tested, 1% active;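 active means inhibition above the campaign mean inhibition of all tested compounds plus 3 SD, cut at about 20% in these data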;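 further: 0% = DMSO wells given NPY plus isoproterenol and 100% = isoproterenol alone without NPY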
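Material: HEK293 cells co-expressing NPY Y1 receptor and cyclic-nucleotide gated channel. Timing: compound incubation 1 h at room temperature, readout 45 min post-stimulation. Signal: fluorescence, membrane potential probe.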
S1P4 antagonist = blocks the human S1P4 receptor. O95977. S1P4-expressing cells, antagonist mode, reporter read-out. inhibition, % at 4.98 µM. 220,000 tested, 0.26% active. AID 1510; in the data active means inhibition above about 29%;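 further: 0% = wells stimulated with agonist and 100% = vehicle wells without agonist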
NPY1 pot ag = potentiates or activates human NPY-Y1 receptor; P25929; NPY-Y1 expressing cells, potentiator/agonist activation; activation, % at 3.6 µM; 220,000 tested, 0.37% active; AID 1304; in the data active means activation above about 33%, passing the limit was not always enough;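 further: cells stimulated with NPY at EC10 then isoproterenol at EC100; 0% = low agonist plus stimulus and 100% = saturating agonist plus stimulus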
S1P4 ag = agonists of human S1P4 receptor; O95977; S1P4-expressing cell line, agonist reporter assay; activation, % at 4.98 µM; 220,000 tested, 0.35% active; AID 1509; in the data active means activation above about 11%;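 further: 0% = DMSO vehicle and 100% = reference agonist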
eIF4E-4G inh = blocks eIF4E binding to eIF4G. inhibition, % at 21.7 µM. P63073+Q04637. TR-FRET eIF4E-eIF4GI(517-606) binding, 2 h. 220,000 tested, 0.37% active;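 active means inhibition above about 30%, limit read from the data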;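 further: 0% = full FRET control wells and 100% = background wells lacking eIF4GI fragment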
Target sequence (P63073 whole entry, looked up, the tested form may be a part): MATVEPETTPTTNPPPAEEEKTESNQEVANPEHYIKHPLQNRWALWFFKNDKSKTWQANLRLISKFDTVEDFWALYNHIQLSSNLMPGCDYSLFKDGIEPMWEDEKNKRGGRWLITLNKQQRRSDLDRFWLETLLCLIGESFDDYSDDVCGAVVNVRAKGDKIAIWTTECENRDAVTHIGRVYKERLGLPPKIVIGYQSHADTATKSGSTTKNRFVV
Target sequence (Q04637 whole entry, looked up, the tested form may be a part): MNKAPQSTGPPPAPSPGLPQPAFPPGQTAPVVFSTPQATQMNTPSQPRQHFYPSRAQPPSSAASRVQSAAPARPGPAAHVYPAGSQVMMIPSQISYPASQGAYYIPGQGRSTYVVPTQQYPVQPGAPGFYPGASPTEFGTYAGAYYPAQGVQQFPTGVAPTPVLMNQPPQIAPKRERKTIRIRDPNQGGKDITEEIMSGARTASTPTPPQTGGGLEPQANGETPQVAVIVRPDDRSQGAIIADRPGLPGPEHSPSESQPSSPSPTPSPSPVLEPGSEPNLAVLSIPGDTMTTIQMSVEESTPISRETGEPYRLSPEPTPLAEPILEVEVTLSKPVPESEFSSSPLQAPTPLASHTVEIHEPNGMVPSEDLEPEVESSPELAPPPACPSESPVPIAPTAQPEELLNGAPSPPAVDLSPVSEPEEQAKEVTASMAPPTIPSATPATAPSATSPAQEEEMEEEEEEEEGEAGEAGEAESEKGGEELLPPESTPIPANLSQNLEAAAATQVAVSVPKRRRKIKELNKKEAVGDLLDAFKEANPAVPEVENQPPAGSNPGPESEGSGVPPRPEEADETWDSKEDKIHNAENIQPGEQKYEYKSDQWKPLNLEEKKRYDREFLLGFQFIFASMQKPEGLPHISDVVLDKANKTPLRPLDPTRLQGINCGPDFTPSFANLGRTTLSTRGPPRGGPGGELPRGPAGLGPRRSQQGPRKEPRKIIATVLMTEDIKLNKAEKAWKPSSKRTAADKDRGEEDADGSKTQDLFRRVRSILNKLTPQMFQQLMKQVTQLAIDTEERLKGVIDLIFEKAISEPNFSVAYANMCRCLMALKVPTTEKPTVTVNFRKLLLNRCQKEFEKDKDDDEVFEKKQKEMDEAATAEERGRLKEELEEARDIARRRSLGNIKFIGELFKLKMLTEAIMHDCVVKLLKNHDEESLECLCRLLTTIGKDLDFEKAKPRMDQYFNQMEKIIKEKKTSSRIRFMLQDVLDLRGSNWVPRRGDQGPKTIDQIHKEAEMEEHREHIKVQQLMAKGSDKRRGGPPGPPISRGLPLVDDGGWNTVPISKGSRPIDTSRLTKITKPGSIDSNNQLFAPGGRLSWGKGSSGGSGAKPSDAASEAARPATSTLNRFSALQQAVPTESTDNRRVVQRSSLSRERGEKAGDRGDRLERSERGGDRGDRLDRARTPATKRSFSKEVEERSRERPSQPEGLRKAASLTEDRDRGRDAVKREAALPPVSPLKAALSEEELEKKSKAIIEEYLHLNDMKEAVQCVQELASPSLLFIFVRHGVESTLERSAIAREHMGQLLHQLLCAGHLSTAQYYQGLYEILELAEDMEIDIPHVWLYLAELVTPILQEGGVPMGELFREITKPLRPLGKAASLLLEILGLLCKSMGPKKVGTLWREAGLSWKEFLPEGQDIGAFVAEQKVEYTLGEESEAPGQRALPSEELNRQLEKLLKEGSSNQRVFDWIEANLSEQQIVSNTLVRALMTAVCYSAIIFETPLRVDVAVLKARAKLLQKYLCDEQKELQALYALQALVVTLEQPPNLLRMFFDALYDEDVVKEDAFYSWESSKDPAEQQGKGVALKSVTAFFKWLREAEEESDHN
EP2 modulator = EP2 receptor (human) modulation | P43116 | EP2-expressing cells, cAMP HTRF FRET, PGE2 co-stimulation | induction, % at 25 µM | 260,000 tested, 0.83% active;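 active means compounds whose cAMP rise, as percent of the full-agonist control response, exceeds 60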;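 further: rat C6 glioma line stably carrying human EP2 under a CMV promoter; the protocol text gives 20 µM as final concentration; 100% = response of wells given 1 µM PGE2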
The depositor's hits bear a star; nt = not tested or not shown; & = joins results of further samples; [ ] = another dose, or the depositor's remark.

1: CN(C(=S)NCCN1CCOCC1)C(c1ccccc1)c1ccccc1
2: COc1cccc(OCCOCC(O)CN2CCN(Cc3ccc(Cl)cc3)CC2)c1 (stereo not given)
3: Cc1ccc(NC(=S)NNC(C)(C)C)cc1
4: Cn1c(SCC(=O)NNC(=O)Cc2ccccc2)nc2ccccc2c1=O
5: Cc1cc(C)c2cccc(NC(=S)NC(=O)c3ccccc3)c2n1
6: FC(F)(F)c1cccc(-c2nc(COc3ccc(Cl)cc3Cl)no2)c1
7: O=c1n(-c2ccc(Br)cc2)cnn1-c1ncccc1[N+](=O)[O-]
8: Cc1ccc(C(=O)c2cc3ccccc3o2)cc1C
9: Cc1c(NC(=O)COC(=O)C23CC4CC(CC(Br)(C4)C2)C3)c(=O)n(-c2ccccc2)n1C
10: CCOc1ccc(/C=N/NC(=O)CSc2n[nH]c(=O)[nH]c2=O)cc1OC

compound no. | 1 | 2 | 3 | 4 | 5 | 6 | 7 | 8 | 9 | 10
PGE2 EP2 inh | 12 | 5 | 9 | 7 | 7 | 9 | 2 | 14 | 3 | 6
p97 inhibitor | 3 | 0 | -1 | -1 | 2 | 2 | -2 | 1 | -6 | -3
NPY2 pot ag | 16 | -5 | -5 | -4 | -8 | -32 | -4 | 3 | 6 | 2
NPY Y1 blocker | 0 | 2 | nt | -2 | 4 | nt | 3 | 12 | 0 | -3
S1P4 antagonist | 7 | -12 | 3 | -6 | 17 | -7 | -12 | -13 | -10 | -21
NPY1 pot ag | 15 | -1 | -2 | 9 | -1 | -32 | -4 | 5 | 3 | 1
S1P4 ag | 1.2 | 1.0 | 0.3 | -0.1 | 0.8 | 0.5 | 0.6 | 2.6 | 3.1 | 2.5
eIF4E-4G inh | 1 | 24 | -1 | -5 | -8 | 2 | 3 | -7 | 2 | 0
EP2 modulator | 29 | -4 | -33 | -14 | -12 | 10 | -11 | 50 | 9 | 30

11: N/C(=N\OC(=O)c1ccccc1Cl)c1ccccc1
12: COc1cc(NS(=O)(=O)c2ccc(N/C=C(\C=O)c3nc4cc(Cl)ccc4o3)cc2)nc(OC)n1
13: C/C(=N\NC(=O)OC(C)(C)C)c1ccc(-n2ccnc2)cc1
14: C=CCN1C(=O)C(Cc2ccc(F)cc2)S/C1=N/N=C/c1ccco1 (stereo not given)
15: COc1ccc(N/C=C/C(=O)c2ccc(Cl)cc2)cc1
16: O=C(NCc1ccco1)c1nn(-c2ccccc2)c(=O)c2ccccc12
17: O=C(c1ccco1)N1N=C2CCCCCC2C1(O)C(F)(F)F (stereo not given)
18: COc1cccc(N/C(SC)=C(/C#N)C(N)=O)c1
19: Cc1ccc(C)n1-c1ccc(C(=O)NN)cc1
20: Cc1cccc(OC(C)c2ccnc3nc(/N=C/N(C)C)nn23)c1 (stereo not given)

compound no. | 11 | 12 | 13 | 14 | 15 | 16 | 17 | 18 | 19 | 20
PGE2 EP2 inh | 5 | 6 | 1 | 7 | 5 | 5 | 7&5 | 7 | 5 | -2
p97 inhibitor | 4 | -1 | 2 | 0 | 6 | 6 | 0 | 4 | 4 | 4
NPY2 pot ag | -5 | -27 | -18 | -9 | 8 | 3 | 3 | 21 | 4 | -4
NPY Y1 blocker | 5 | 0 | 1 | -6 | 1 | 0 | -3 | 5 | 8 | -4
S1P4 antagonist | -24 | 13 | -3 | -4 | -18 | -13 | -7 | -21 | -4 | 3
NPY1 pot ag | -7 | -9 | -9 | -27 | -3 | -11 | 22 | -2 | -20 | -7
S1P4 ag | -0.9 | -0.4 | 0.4 | -0.3 | 0.5 | -1.2 | -0.5 | 1.1 | 1.4 | 0.4
eIF4E-4G inh | -2 | 4[fluorescence artefact?] | 1 | 12 | 21 | -4 | -2 | 1 | 2 | 4[fluorescence artefact?]
EP2 modulator | 11 | -31 | -20 | 18 | 0 | 13 | -4&35 | -4 | 17 | -13

Reprinted from the part before: 3 compounds, then new ones.
18: COc1cccc(N/C(SC)=C(/C#N)C(N)=O)c1
19: Cc1ccc(C)n1-c1ccc(C(=O)NN)cc1
20: Cc1cccc(OC(C)c2ccnc3nc(/N=C/N(C)C)nn23)c1 (stereo not given)
21: COc1ccc(C(=O)CNC2=NCCC2)cc1
22: Cc1cc(C)cc(OCC(=O)NNC(=O)CCN2C(=O)c3ccccc3C2=O)c1
23: CN(C)c1ccc(NC(=O)Cn2cc3c(n2)CCCC3)cc1
24: CCCCOc1ccc(N2CC(C(=O)NCCc3ccc(OC)c(OC)c3)CC2=O)cc1 (stereo not given)
25: O=C(CCSc1ccccc1)NC(=O)COC(=O)c1ccc(OC(F)F)cc1
26: Cc1ccc(NC(=O)C2Cc3ccccc3CN2C(=O)c2ccccc2)cc1Cl (stereo not given)
27: O=C(COc1ccc(Br)cc1)N1CCc2ccccc21
28: COc1ccc(Cl)cc1NC(=S)N1CCN(C(=O)C2CCCO2)CC1 (stereo not given)
29: Cc1cccc(N2C(N)=NC(N)=NC23CCCCC3)c1
30: Cc1nc(N2CCN(S(=O)(=O)c3cccc4nonc34)CC2)c2c3c(sc2n1)CCCC3

compound no. | 18 | 19 | 20 | 21 | 22 | 23 | 24 | 25 | 26 | 27 | 28 | 29 | 30
PGE2 EP2 inh | 7 | 5 | -2 | 5 | -2 | 7 | 3 | 6 | -1 | 10 | 2 | nt | 10
p97 inhibitor | 4 | 4 | 4 | -5 | -5 | 1 | 1 | 3 | 4 | 3 | 2 | 0 | -1
NPY2 pot ag | 21 | 4 | -4 | -6 | 9 | 9 | -2 | 8 | -1 | 5 | -3 | 9 | -1
NPY Y1 blocker | 5 | 8 | -4 | 8 | -1 | 2 | -1 | -2 | 7 | nt | -2 | 4 | 3
S1P4 antagonist | -21 | -4 | 3 | -3 | -13 | -2 | -10 | -13 | -9 | 10 | -19 | 13 | -18
NPY1 pot ag | -2 | -20 | -7 | 4 | 13 | 20 | 8 | -8 | -13 | -6 | -12 | 5 | -6
S1P4 ag | 1.1 | 1.4 | 0.4 | 0.2 | -1.1 | 0.6 | 2.2 | 0.7 | -0.5 | -0.6 | -0.3 | -3.5 | -0.7
eIF4E-4G inh | 1 | 2 | 4[fluorescence artefact?] | 0 | -6[fluorescence artefact?] | 5 | 3 | 0[fluorescence artefact?] | 2 | -2 | -1 | 1 | 3
EP2 modulator | -4 | 17 | -13 | 12 | -27 | -10 | -3 | 22 | 32 | -22 | 11 | -22 | -13

31: COc1cccc(-c2nnc(SCc3ccccn3)n2C)c1
32: O=C(/C=C/c1ccccc1)N1CCC(N2CCC(C(=O)N3CCOCC3)CC2)CC1
33: CN(C)c1ccc(C2=NOC(CN3C(=O)c4ccccc4S3(=O)=O)C2)cc1 (stereo not given)
34: O=C(c1cccs1)N1CCN(Cc2ccccn2)CC1
35: CSc1cc(-c2ccc(Cl)cc2)c(C(=O)NN)s1
36: CC[C@@H](C)C(NC(=O)OC(C)(C)C)c1cn([C@@H](Cc2cc3ccccc3[nH]2)C(=O)N2CCN(C(=O)OC(C)(C)C)CC2)nn1 (stereo not given in full)
37: N#Cc1cnn(-c2ncnc3sc(-c4ccccc4)cc23)c1N
38: CC(C)c1nnc(NC(=O)CC(=O)Nc2ccccc2C(=O)O)s1
39: CCN1C(=O)N(c2ccc(Cl)cc2)C(C)=CC1(C)C
40: O=C(NC1CS(=O)(=O)CC1NCc1ccccc1)c1ccccc1 (stereo not given)

compound no. | 31 | 32 | 33 | 34 | 35 | 36 | 37 | 38 | 39 | 40
PGE2 EP2 inh | 12 | 2 | 18 | 8 | 8 | 8 | 10 | 16 | 8 | 10
p97 inhibitor | -1 | -2 | 1 | 1 | 1 | 3 | 5 | 0 | 3 | 6
NPY2 pot ag | -2 | -10 | -9 | 4 | 0 | -47 | -8 | -1 | 9 | -12
NPY Y1 blocker | -3 | -2 | 3 | 1 | 4 | -4 | 1 | 5 | -2 | -4
S1P4 antagonist | 6 | -6 | -19 | -10 | 2 | 6 | -6 | -20 | -7 | -1
NPY1 pot ag | -12 | -2 | 4 | 11 | -2 | 12 | -1 | -12 | 20 | 30
S1P4 ag | 1.2 | 0.6 | 1.4 | 1.6 | -1.1 | -0.3 | -1.5 | 0.1 | 0.6 | -2.1
eIF4E-4G inh | 3 | -1 | 0 | -2 | 2 | 1 | -29 | 6 | 3 | -16
EP2 modulator | 36 | 17 | -39 | 14 | 4 | -17 | 28 | -1 | 7 | 23

41: O=C(NCCC1=CCCCC1)C1CCCN(c2nc3ccccc3o2)C1 (stereo not given)
42: COc1ccc(C(=O)NC2=Nc3ccccc3N=C(C)C2c2ccccc2)cc1 (stereo not given)
43: CC(=O)Nc1cccc(OCCCNC(=O)C2CCC2)c1
44: COc1ccc(C(=O)Nc2ccc(OC)c(OC)c2)cc1
45: FC(F)(F)c1cc(-c2ccco2)nc(N2CCN(Cc3ccccc3)CC2)n1
46: C=CCNC(=O)COC(=O)c1ccc(Cl)c(S(=O)(=O)N(Cc2ccccc2)c2ccccc2)c1
47: Cn1ncc(Br)c1C(=O)Nc1ccc(Cl)cn1
48: C=CCN(C(=O)c1cc(C)cc(C)c1)C1(C(=O)Nc2ccccc2)CCN(C(C)C)CC1
49: CNC(=S)/N=C/NOCc1c(Cl)cccc1Cl
50: Cc1cc(NC(c2ccc(Cl)cc2)c2ccc3cccnc3c2O)no1 (stereo not given)
51: CSc1nc(C)cc(SCC(=O)Nc2ccccc2)n1
52: CCOC(=O)N1CCC(N(C(=O)Nc2ccccc2)C(C)CC)CC1 (stereo not given)
53: Cc1cc(C)n2c(SCc3cccs3)nnc2n1

compound no. | 41 | 42 | 43 | 44 | 45 | 46 | 47 | 48 | 49 | 50 | 51 | 52 | 53
PGE2 EP2 inh | 6 | 8 | 10 | 8 | 7 | 4 | 9 | 4 | 2 | 18 | 10 | 16 | 17
p97 inhibitor | -4 | -2 | 3 | -2 | 1 | -1 | 1 | -4 | -1 | 8 | -6 | -6 | 4
NPY2 pot ag | 2 | -1 | 9 | -3 | 1 | 0 | 4 | -5 | -12 | 4 | 4 | -2 | -1
NPY Y1 blocker | 9 | nt | nt | 3 | -1 | 0 | 10 | 10 | 10 | -7 | -1 | -3 | -2
S1P4 antagonist | -16 | -3 | -6 | 0 | 2 | 0 | -17 | -5 | -12 | -3 | -17 | 3 | -2
NPY1 pot ag | -12 | -22 | -28 | -9 | -20 | 3 | 20 | -20 | -2 | 10 | -7 | -4 | -9
S1P4 ag | -0.3 | -1.9 | -0.7 | -0.7 | -0.5 | 0.1 | 1.7 | -0.3 | 0.5 | -0.6 | 2.3 | 1.4 | 1.4
eIF4E-4G inh | -3[fluorescence artefact?] | 6 | 2 | 2[fluorescence artefact?] | 7 | 4 | 0 | -1 | -1 | -15 | 1 | 0 | 5
EP2 modulator | -9 | -9 | -11 | 12 | 14 | 23 | 0 | 20 | -46 | -47 | 8 | 21 | -7

Of the compounds above, these contain a CF3 group:
6: FC(F)(F)c1cccc(-c2nc(COc3ccc(Cl)cc3Cl)no2)c1
17: O=C(c1ccco1)N1N=C2CCCCCC2C1(O)C(F)(F)F (stereo not given)
45: FC(F)(F)c1cc(-c2ccco2)nc(N2CCN(Cc3ccccc3)CC2)n1

compound no. | 6 | 17 | 45
PGE2 EP2 inh | 9 | 7&5 | 7
p97 inhibitor | 2 | 0 | 1
NPY2 pot ag | -32 | 3 | 1
NPY Y1 blocker | nt | -3 | -1
S1P4 antagonist | -7 | -7 | 2
NPY1 pot ag | -32 | 22 | -20
S1P4 ag | 0.5 | -0.5 | -0.5
eIF4E-4G inh | 2 | -2 | 7
EP2 modulator | 10 | -4&35 | 14

An excerpt; rates above refer to the full screens.
